Screening data: PubChem, National Center for Advancing Translational Sciences (NCATS)
Tb PFK inh: qHTS Assay to Find Inhibitors of T. brucei phosphofructokinase. ATP-dependent 6-phosphofructokinase (Trypanosoma brucei brucei), O15648. T. brucei PFK, ADP-Glo luminescence. Potency, µM (top dose mostly 57.5 µM), for the others: top-dose activity, negative = inhibition, most hits filed as inhibitors. 0.17% of 330,000 active. AID 485367, 2010;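 also: potency is read from the fitted curve at half-maximal effect; 0% = uninhibited 1x PFK enzyme wells and -100% = no-enzyme wells; nearly all actives have a fitted effect of over 60% in size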
Target sequence (O15648 whole entry, looked up): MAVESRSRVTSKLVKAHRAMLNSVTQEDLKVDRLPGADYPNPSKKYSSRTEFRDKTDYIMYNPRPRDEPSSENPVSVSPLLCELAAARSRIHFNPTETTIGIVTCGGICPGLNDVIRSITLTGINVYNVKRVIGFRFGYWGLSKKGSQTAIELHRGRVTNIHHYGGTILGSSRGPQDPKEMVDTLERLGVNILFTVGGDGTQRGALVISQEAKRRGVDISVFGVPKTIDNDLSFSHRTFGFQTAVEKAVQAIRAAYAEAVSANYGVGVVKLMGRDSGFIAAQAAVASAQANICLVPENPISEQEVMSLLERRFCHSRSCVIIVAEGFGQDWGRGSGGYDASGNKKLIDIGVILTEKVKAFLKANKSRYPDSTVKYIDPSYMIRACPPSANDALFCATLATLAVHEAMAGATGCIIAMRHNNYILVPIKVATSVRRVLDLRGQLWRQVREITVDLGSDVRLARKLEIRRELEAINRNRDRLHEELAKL
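Luminescent ADP detection (ADP-Glo, two-step: ATP depletion then ADP-to-ATP conversion for luciferase) reported PFK activity after 45 min room-temperature reaction of 1.25 nM enzyme with 0.5 mM F6P and 0.1 mM ATP at pH 8.0.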
ELG1 DNA repair: qHTS screen for small molecules that inhibit ELG1-dependent DNA repair in human embryonic kidney (HEK293T) cells expressing luciferase-tagged ELG1 | HEK293T ELG1-luciferase reporter, luminescence, 16 h; DNA damage induced by 5-fluorouridine | Potency, µM (highest dose often 46.1 µM), for inactives: top-dose activity change, negative = inhibition, usual class: inhibitors | 2.3% of 330,000 active; also: potency is read from the fitted curve at half-maximal effect; % is scaled to controls: 0 for no effect and ±100 for the full control effect; nearly all actives have a fitted effect of over 55% in size
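Cells (2,000 per well) received 5-fluorouridine plus test compound or DMSO and were incubated 16 hr at 37 °C, 5% CO2. Luciferase activity was read by luminescence 30 min after ONE-Glo addition; signal suppression marked inhibition of damage-induced ELG1 function.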
TSG101-PTAP inh: qHTS Assay for Iinhibitors of HIV-1 Budding by Blocking the Interaction of PTAP/TSG101 | Fluorescence polarization, FITC-PTAP peptide / Tsg101 binding | Tumor susceptibility gene 101 protein (Homo sapiens), Q99816 | 340,000 tested, under 10 active | AID 493005, 2010 | Potency, µM (titrated, usually from 115 µM), inactives show at the top dose activity change, negative = inhibition, most hits filed as inhibitors; active = well fitted inhibition curve with a large enough effect in the main read-out, with a control signal flat, not every such curve was filed as active; inconclusive = small, poorly fitted or top-dose-only effect, or effect the other way, or a change in a side signal; inactive = no such curve, though single readings can be large or run the other way; also: potency is read from the fitted curve at half-maximal effect; % of control where 0% means no effect
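Compounds were pin-transferred onto Tsg101 binding domain (10 uM final) in HEPES pH 7.5 buffer, then FITC-PTAP peptide was added at 50 nM final. After 20 min at RT, polarization reported peptide displacement across a qHTS concentration series.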
TSHR antag: Antagonists of the Thyroid Stimulating Hormone Receptor: HTS campaign. Thyrotropin receptor (Homo sapiens), P16473. TSHR-expressing cells, TSH-stimulated cAMP HTRF, 2 h; stronger effect = lower value. activity change, negative = inhibition, % at 11.5 µM. 0.2% of 330,000 active. AID 504810, 2011;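 active = activity change below a set negative limit, meaning inhibition stronger than a set level, cut at about -70% in these data; inconclusive = activity change between two set negative limits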; also: % is scaled to controls: 0 for no effect and ±100 for the full control effect
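Freshly harvested TSHR cells receive pin-tooled compound, then EC80 TSH at 4nM final. After 2 hours at 37 deg C, antibody in lysis buffer and cAMP-d2 are added; 30 minutes at ambient temperature precede the HTRF read.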
Chronic BCR inh: qHTS Assay to Find Inhibitors of Chronic Active B-Cell Receptor Signaling; 0.05% of 340,000 active; AID 493014, 2011; Potency, µM (highest dose often 46.1 µM), for inactives: top-dose ratio change, negative = lower green/red ratio, most hits filed as inhibitors; ABC-DLBCL IkBa-CBG/CBR reporter, luminescence ratio, 4 h; active = well fitted inhibition curve with a large enough effect in the signal ratio, with a control signal flat, not every such curve was filed as active; inconclusive = small, poorly fitted or top-dose-only effect, or effect the other way, or a change in a side signal; the % refers to the signal ratio;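 also: potency is read from the fitted curve at half-maximal effect; plate controls were basal doxycycline-induced cells for no effect and cells given 10 µM MG132 for full effect; MG132 reads +100%, hits lower the ratio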
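Cell line TMD8 (human ABC DLBCL), stably expressing tet-inducible CBG68-IkBa fusion and CBR; IMDM/0.5% FBS; cpd up to 46 uM; dox induction, 4 h, 37C/5% CO2; dual luminescence; green/red ratio; MG132 control.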
Mito fusion act: qHTS Assay for Small Molecule Inhibitors of Mitochondrial Division or Activators of Mitochondrial Fusion | S. cerevisiae fusion-defective mutant growth rescue, CellTiterGlo 48 h | Potency, µM (doses to about 46.1 µM), inactives show top-dose growth rescue (activation), most hits filed as activators | 0.23% of 320,000 active | AID 485298, 2010;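 also: potency is read from the fitted curve at half-maximal effect; % of control where 0% means no effect; nearly all actives have a fitted effect of over 45% in size; temperature-sensitive fusion mutants such as fzo1-1 at 37 °C on non-fermentable ethanol glycerol medium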
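Luminescent cell viability in 1536-well qHTS format served as the measure of rescued growth in ts fusion-mutant S. cerevisiae cultured on non-fermentable YPEG for 48 hours at 37C.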
TCR activator: Activators of T cell receptors: qHTS campaign; primary human leukocytes, anti-CD3, IL-2 HTRF, 48 h; Potency, µM (doses to about 9.22 µM), without a hit: at the top dose activation of IL-2 secretion, hits mostly activators; 330,000 tested, under 10 active; AID 504894, 2011; also: % of control where 0% means no effect
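Activity was scored as IL-2 release from primary human leukocytes given only a TCR signal (a-CD3 beads) plus compound for 48 hr. Detection used a two-antibody HTRF format read at 665nm.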
USP2a block: qHTS Assay for Inhibitors of Ubiquitin-specific Protease USP2a Using CHOP2 as the Reporter. Ubiquitin carboxyl-terminal hydrolase 2 (Homo sapiens), O75604. USP2 core, Ub-CHOP2 coupled fluorogenic reporter, 485/531. Potency, µM (series often up to 38.3 µM), inactives show at the top dose activity change, negative = inhibition, actives largely listed as inhibitors. 0.01% of 330,000 active. AID 463254, 2010;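 also: potency is read from the fitted curve at half-maximal effect; plate controls were DMSO wells for no effect and full inhibition by NEM control for full effect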
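Cell-free coupled assay: 10nM USP2 core preincubated 30min RT with compound in Tris-HCl pH 8.0/CaCl2/CHAPS buffer, then 25nM Ub-CHOP2 and 25nM reporter substrate; fluorescence (Ex 485/Em 531) read after 60min RT, normalized to NEM inhibition, concentration-response curves fitted.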
uPA generation: qHTS for Inhibitors of Cell Surface uPA Generation; Potency, µM (highest dose often 38.3 µM), inactives show top-dose activity change, negative = inhibition, most hits filed as inhibitors; AID 540303, 2011; 0.31% of 330,000 active; cell surface uPA generation assay, qHTS; active = well fitted inhibition curve with a large enough effect; inconclusive = small, poorly fitted or top-dose-only effect; inactive = no such curve, though single readings can be large or run the other way; tested in mouse RAW 264.7 cells; also: potency is read from the fitted curve at half-maximal effect; % is scaled to controls: 0 for no effect and ±100 for the full control effect; nearly all actives have a fitted effect of over 55% in size
B2AR arrestin: qHTS assay of beta-arrestin-biased ligands of beta2-adrenergic receptor | beta-arrestin recruitment to beta2AR, cell-based reporter | Potency, µM (top dose mostly 46.1 µM), without a hit: top-dose activation, usual class: activators | 0.02% of 330,000 active;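 also: potency is read from the fitted curve at half-maximal effect; 0% = DMSO controls and full agonism = EC100 isoproterenol or metaproterenol; nearly all actives have a fitted effect of over 65% in size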
Eya2 phos inh: qHTS Assay for Inhibitors of the Phosphatase Activity of Eya2. Protein phosphatase EYA2 (Homo sapiens), O00167. recombinant Eya2, OMFP fluorescence dephosphorylation (OMFP is methylfluorescein phosphate). Potency, µM (top dose mostly 76.9 µM), without a hit: at the highest dose activity, negative = inhibition, usual class: inhibitors. 0.006% of 330,000 active. AID 488837, 2010; also: potency is read from the fitted curve at half-maximal effect; % is scaled to controls: 0 for no effect and ±100 for the full control effect
Target sequence (O00167 whole entry, looked up): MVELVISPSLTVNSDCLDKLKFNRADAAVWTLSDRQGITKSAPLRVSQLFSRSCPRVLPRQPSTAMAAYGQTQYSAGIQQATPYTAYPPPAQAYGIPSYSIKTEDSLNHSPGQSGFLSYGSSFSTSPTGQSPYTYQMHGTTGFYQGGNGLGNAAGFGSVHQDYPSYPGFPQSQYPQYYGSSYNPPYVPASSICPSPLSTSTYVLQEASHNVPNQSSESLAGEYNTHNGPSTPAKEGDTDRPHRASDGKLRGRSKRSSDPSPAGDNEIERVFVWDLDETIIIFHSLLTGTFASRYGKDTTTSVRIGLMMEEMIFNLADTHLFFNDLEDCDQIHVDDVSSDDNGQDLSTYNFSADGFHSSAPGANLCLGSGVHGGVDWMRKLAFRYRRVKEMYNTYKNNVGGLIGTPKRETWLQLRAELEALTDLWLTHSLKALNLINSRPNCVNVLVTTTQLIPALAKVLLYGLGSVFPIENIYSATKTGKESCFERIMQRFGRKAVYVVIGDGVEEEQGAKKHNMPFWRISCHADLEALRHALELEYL
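Eya2 (0.2 uM) preincubated 10 min at ambient with compound, then OMFP substrate added at 50 uM; 10 min reaction in 50 mM HEPES pH 7.5, 50 mM NaCl, 5 uM MgCl2, 0.05% BSA, 1 mM DTT. Fluorescence read at Ex 485/Em 525 nm.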
Starred values were filed as active, the others as inactive; u = inconclusive; x = not tested or not shown; [ ] = dose if it differs, or a comment. Unless noted, calls follow the shape of the dose curve; as a rule, active = well fitted curve in the direction sought with a large enough effect; inconclusive = small, poorly fitted or top-dose-only effect, or another doubt; inactive = no such curve, though single readings can be large; an effect the other way counts as inactive or inconclusive.

SMILES	Tb PFK inh	ELG1 DNA repair	TSG101-PTAP inh	TSHR antag	Chronic BCR inh	Mito fusion act	TCR activator	USP2a block	uPA generation	B2AR arrestin	Eya2 phos inh
Cc1nc2cc(C)c(C)cc2s1	4%	-6%	-1%	-2	2%	6%	-6%	0%	6%	-0.2%	0%
Cc1cccc(NC(=S)NCc2ccco2)n1	-8%	17%	-2%	-5	u	4%	-1%	7%	0%	u	-14%
CC(C)C[C@H](NC(=O)c1[nH]cnc1C(=O)N[C@@H](C)C(=O)OCc1ccccc1)C(=O)OCc1ccccc1	-3%	-15%	u	-2	1%	x	4%	-12%	-25%	-0.6%	-13%
COc1ccc(-c2noc(C3CCCN(S(=O)(=O)c4cccc(Cl)c4)C3)n2)cc1OC (stereo unspecified)	-1%	u	-4%	-17	3%	-3%	-1%	4%	x	-0.1%	16%
O=C(CCNC(=O)c1ccc(Cl)cc1)Nc1ccncc1	-2%	-5%	-2%	3	0%	-6%	6%	0%	-2%	-0.1%	-6%
Cc1c(C(=O)NNC(=S)NCc2ccc(Cl)cc2)oc2ccccc12	2%	-19%	-1%	25	u	-4%	2%	-3%	14%	-0.9%	5%
CC(=O)c1cccc(S(=O)(=O)Nc2cc(C(F)(F)F)ccc2N2CCOCC2)c1	-6%	13%	-9%	-2	0%	-7%	-1%	1%	4%	-0.1%	1%
COc1cccc(NC(=O)c2oc3ccccc3c2NC(=O)C(C)(C)C)c1	-10%	u	-2%	24	u	u	x	-3%	6%	-0.1%	-16%
CCOC(=O)C1=C(O)/C(=C\c2ccc(OC)c(OC)c2)N=C1C	-1%	-3%	-11%	-22	-5%	-1%	6%	-1%	0%	-0.1%	-16%
O=C(Nc1ccc(S(=O)(=O)NCC2CCCO2)cc1)c1ccc(F)cc1 (stereo unspecified)	-3%	-17%	-1%	6	1%	-2%	2%	-1%	-1%	0.0%	-10%
COCCNC(=O)c1onc(CSc2ccc(Cl)cc2)c1C(=O)O	-6%	1%	-8%	2	u	1%	-6%	1%	-8%	-0.5%	18%
Cc1ccc(OCc2ccc(C(=O)Nc3c(C)nn(Cc4c(F)c(F)c(F)c(F)c4F)c3C)o2)c([N+](=O)[O-])c1	6%	u	-1%	-16	-1%	-3%	4%	-1%	x	-0.1%	-6%
CC(C)(C)c1ccc(-c2nc(N)nc(N)n2)cc1	0%	u	0%	-6	-4%	14%	8%	-1%	u	-0.4%	-4%
COc1ccc(OC)c(N2C(=O)C(Cl)=C(N3CCOCC3)C2=O)c1	-1%	0%	0%	1	2%	0%	-19%	3%	1%	-0.4%	-12%
CSCCC(NC(=O)c1ccc(Cl)cc1)C(=O)NC(C)(C)C (stereo unspecified)	-4%	6%	-6%	22	u	0%	11%	1%	-4%	-0.2%	-13%
CN(C)CCCNC(=O)C(=O)Nc1cc2c3c(c1)CCC(=O)N3CCC2	1%	26%	-2%	-1	2%	1%	-12%	3%	-2%	-0.5%	3%
O=C(CSCc1ccccc1Cl)N1CCN(c2ccccn2)CC1	6%	u	0%	-3	u	13%	6%	1%	5%	6.1%	-24%
CC(C)c1ccc(OCC(=O)Nc2cccc(C(=O)Nc3ccccc3C(=O)O)c2)cc1	-6%	-11%	-4%	-8	u	4%	-1%	0%	x	-0.2%	-2%
CCN(CC)c1ccc(C(=S)NC2CCCCC2)cc1	-30%	3%	-7%	-10	u	-4%	-5%	1%	9%	0.0%	-5%
Cc1ccccc1NC(=O)CON=C(N)c1ccccc1	0%	24%	-7%	-9	u	-2%	0%	1%	1%	-1.1%	-5%
COC(=O)[C@H](CC(C)C)NC(=O)Nc1ccccc1F	1%	-8%	0%	-7	u	-1%	-10%	10%	6%	-0.3%	10%
N#Cc1nc(-c2ccccc2F)oc1N1CCCC1	2%	u	-8%	16	2%	1%	1%	1%	x	-0.5%	-1%
COc1ccc(C2=NOC(C(=O)NCc3cccs3)C2)cc1OC (stereo unspecified)	-6%	u	-4%	17	-16%	-1%	-4%	3%	-15%	0.2%	20%
COc1ccccc1N1CCN(C(=O)c2cc(=O)c3cc(C)ccc3o2)CC1	10%	u	0%	-11	u	16%	7%	-1%	2%	-0.7%	-8%
COc1ccc(CN2CCNC(=O)C2CC(=O)N(C)Cc2nonc2C)c(F)c1 (stereo unspecified)	2%	-2%	-3%	4	-10%	0%	0%	1%	-8%	0.2%	4%
Cc1cc(C)nc(N/N=C2/CCSc3ccc(F)cc32)n1	-2%	u	-6%	-3	u	-18%	-65%	-1%	-2%	-0.3%	-3%
Cc1cccc(NC(=O)c2ccc(-n3cccn3)c([N+](=O)[O-])c2)c1	12%	7%	0%	-45	16%	-1%	-2%	1%	4%	-0.5%	-2%
CCCCCc1ccc(-c2cn(Cc3ccc(C)cc3)nn2)cc1	1%	3%	0%	-10	u	0%	-5%	2%	2%	0.9%	-6%
CCOC(=O)C1CCCN(Cc2sccc2C)C1 (stereo unspecified)	-5%	5%	-2%	9	14%	-2%	-6%	-1%	2%	-0.2%	15%
Cc1ccc(SCC(=O)NN2C(=O)c3ccccc3C2=O)cc1	0%	11%	-1%	16	-1%	0%	-2%	1%	3%	0.5%	1%
CCn1cc(C(=O)NCCC2=CCCCC2)c(=O)c2cc(S(=O)(=O)N(C)C)ccc21	-2%	u	-5%	-7	-5%	0%	-2%[46.1 µM]	-1%	-1%	-0.8%	0%
CCOC(=O)Cn1c(=O)cc(C)c2cccc(C)c21	4%	-7%	-5%	-9	-3%	1%	-2%	2%	-4%	-0.1%	-4%
Cc1cccc(Cn2c(Cc3ccccc3)nc3ccccc32)c1	3%	11%	-1%	1	-29%	u	4%[46.1 µM]	2%	-4%	-0.1%	-13%
CCCCOc1ccc(C(=O)Nc2ccc3c(c2)OCO3)cc1	-1%	u	-1%	7	-2%	-1%	5%	3%	u	0.3%	-1%
CCCCN1C(=O)CC(C(=O)O)C1c1ccc(OC)cc1 (stereo unspecified)	1%	-3%	-4%	-5	u	4%	-2%	1%	3%	0.2%	12%
Cc1noc(NS(=O)(=O)c2ccc(N/C=C/C(=O)c3ccc(F)cc3)cc2)c1C	0%	u	-1%	20	6%	-2%	-1%	-6%	-4%	4.1%	-11%
O=C(CN1CCN(S(=O)(=O)c2ccccc2)CC1)Nc1ccc(N2CCOCC2)cc1	0%	-1%	-2%	5	10%	6%	-8%[46.1 µM]	2%	-1%	-0.9%	5%
Oc1ccc2cccnc2c1	3%	-1%	-13%	-2	0%	-2%	0%	3%	2%	-0.4%	-7%
CCOc1ccccc1NC(=O)CCNS(=O)(=O)c1ccccc1	-9%	-6%	-4%	4	0%	0%	-1%	0%	4%	0.4%	-9%
COc1ccc(Cl)cc1NC(=O)COC(=O)CCNC(C)=O	2%	-5%	-2%	4	-8%	-3%	2%	2%	0%	0.3%	0%
COc1ccccc1C(=O)N/N=C/c1ccc2c(c1)OCO2	-2%	u	0%	6	u	3%	-1%	4%	-5%	-0.9%	-17%
CCn1cc(C(=O)NCC2CCCO2)c2cc(OC)c(OC)cc2c1=O (stereo unspecified)	7%	-25%	0%	-4	3%	-1%	9%	-1%	1%	-0.3%	4%
CCN(CC)C(=O)CSc1nc(Cc2ccccc2)nc2ccccc12	1%	-1%	-7%	5	-4%	0%	-4%	5%	u	-0.4%	5%
CSc1ncccc1C(=O)OCC(=O)NC(=O)NCCC(C)C	-2%	3%	-1%	2	-4%	-3%	8%	1%	3%	-0.9%	-6%
Cc1cc(C(=O)COC(=O)c2cccnc2Cl)c(C)n1CC1CCCO1 (stereo unspecified)	-3%	u	-1%	3	u	-3%	-1%	1%	1.6µM*	0.0%	4%
